# High-throughput results: PubChem, National Center for Advancing Translational Sciences (NCATS)
# TDP-43 yeast inh = TDP-43 toxicity inhibition in yeast; Potency, µM (top dose mostly 46.1 µM), without a hit: at the top dose growth rescue (activation), most hits filed as activators; hit rate 1.8% among 410,000; TDP-43 expressing yeast growth rescue, BacTiter-Glo, 24 h; AID 652104; also: potency is read from the fitted curve at half-maximal effect; % of control where 0% means no effect; nearly all actives have a fitted effect of over 50% in size
#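 In this qHTS, compounds that restore growth of yeast expressing TDP-43 appear as activators. Cells (OD600=0.02, galactose medium, raffinose-pregrown) are incubated with compound 24 hr at 30 deg C and growth is quantified by BacTiter-Glo.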
# aSyn yeast inh = rescues yeast growth from alpha-synuclein toxicity. Yeast expressing alpha-synuclein, growth rescue, BacTiter-Glo, 24 h. Potency, µM (titrated, usually from 46.1 µM), without a hit: at the highest dose growth rescue (activation), hits mostly activators. hit rate 0.14% among 370,000; also: potency is read from the fitted curve at half-maximal effect; % of control where 0% means no effect; nearly all actives have a fitted effect of over 65% in size
#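 Galactose-induced alpha-syn yeast (OD600=0.02, raffinose-pregrown) + pinned cpd, 24 hr, 30 deg C; growth by BacTiter-Glo luminescence. Growth restoration scores as activation.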
# GLP1R inv ag = acts as inverse agonist at human GLP-1 receptor; P43220; AID 624417; Potency, µM (doses to about 38.3 µM), for the others: top-dose activity change, negative = inhibition, actives largely listed as inhibitors; hit rate 1.6% among 410,000; HEK293 GLP-1R CRE-luciferase, luminescence, 24 h; GLP-1R form is constitutively active; also: potency is read from the fitted curve at half-maximal effect; % is scaled to controls: 0 for no effect and ±100 for the full control effect; nearly all actives have a fitted effect of over 55% in size
# Target sequence (P43220 whole entry, looked up): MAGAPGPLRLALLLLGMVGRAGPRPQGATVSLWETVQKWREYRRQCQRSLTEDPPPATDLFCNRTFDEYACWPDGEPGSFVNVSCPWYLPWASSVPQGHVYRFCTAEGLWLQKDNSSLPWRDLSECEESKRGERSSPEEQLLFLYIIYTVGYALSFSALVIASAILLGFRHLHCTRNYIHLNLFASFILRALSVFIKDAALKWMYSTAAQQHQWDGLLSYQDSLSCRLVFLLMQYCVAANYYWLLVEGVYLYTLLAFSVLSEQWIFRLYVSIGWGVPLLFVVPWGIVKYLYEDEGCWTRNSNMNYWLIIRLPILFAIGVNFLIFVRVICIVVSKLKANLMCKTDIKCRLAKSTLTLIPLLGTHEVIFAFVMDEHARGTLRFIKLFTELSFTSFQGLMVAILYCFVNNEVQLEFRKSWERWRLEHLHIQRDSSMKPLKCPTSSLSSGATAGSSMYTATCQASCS
#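 Constitutively active GLP-1R drives a cAMP-responsive luciferase in stably transfected HEK293 cells; test compounds are added after overnight (12 h) attachment and left 24 hr, and signal loss in luminescence marks inhibition.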
# pAkt inh = Akt phosphorylation inhibition; Neuro2A IGF-stimulated pAkt S473 HTRF, 20 min; hits give low values; activity change, % for hits at 50 µM; hit rate 0.32% among 360,000; AID 651550; in the data active = activity change below about -80%; inconclusive = mostly about -51% to -80%; also: % is scaled to controls: 0 for no effect and ±100 for the full control effect
#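 Neuro2A cells (4,500/well, DMEM with 0.5% FBS) were treated with compound at a single 50 µM final concentration, stimulated with 6 nM IGF for 20 min at 37 °C, and lysed. Phospho-Akt Ser473 was read by HTRF as 665/615 ratio ×10^4.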
# FUS yeast rescue = rescues growth of FUS-expressing yeast. Potency, µM (doses to about 76.6 µM), for the others: at the highest dose growth rescue (activation), actives largely listed as activators. hit rate 0.24% among 390,000. S. cerevisiae FUS-expressing, growth rescue, OD600, 24 h;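 also: potency is read from the fitted curve at half-maximal effect; plate controls were DMSO vehicle for no effect and reference control for full effect; nearly all actives have a fitted effect of over 55% in size; some results filed as inactive show a strong effect at the top dose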
#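 Absorbance at 600 nm, taken 24hr after compound addition, measured rescue of FUS-yeast growth at 30C. Induction used 2% galactose with seeding at OD 0.005. Controls: CP55940 from 92uM final, DMSO only.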
# Abeta rescue = A-beta toxicity reversal in yeast; Potency, µM (highest dose often 46.1 µM), without a hit: top-dose growth rescue, most hits filed as activators; hit rate 0.063% among 410,000; yeast expressing A-beta42, growth rescue, OD600, 48 h; response scale: 0% DMSO, 100% iron-clioquinol control; also: potency is read from the fitted curve at half-maximal effect; nearly all actives have a fitted effect of over 55% in size
#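 Yeast A-beta toxicity model in growth medium with pinned compounds, 48 h at 30 C; growth read as absorbance at 600 nm. Normalized to FeCl3/clioquinol equimolar mix (positive) and DMSO (negative).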
# PTHR1 agonist = PTHR1 (human) receptor agonism; Q03431; hit rate 0.075% among 410,000; HEK293 GP2 PTHR1 cells, GloSensor cAMP luminescence, 1 h; Potency, µM (titrated, usually from 115 µM), inactives show at the top dose activation, hits mostly activators; also: potency is read from the fitted curve at half-maximal effect; nearly all actives have a fitted effect of over 55% in size; some results filed as inactive show a strong effect at the top dose; inactives centre near -15; many of its hits are not listed in these tables
# Target sequence (Q03431 whole entry, looked up): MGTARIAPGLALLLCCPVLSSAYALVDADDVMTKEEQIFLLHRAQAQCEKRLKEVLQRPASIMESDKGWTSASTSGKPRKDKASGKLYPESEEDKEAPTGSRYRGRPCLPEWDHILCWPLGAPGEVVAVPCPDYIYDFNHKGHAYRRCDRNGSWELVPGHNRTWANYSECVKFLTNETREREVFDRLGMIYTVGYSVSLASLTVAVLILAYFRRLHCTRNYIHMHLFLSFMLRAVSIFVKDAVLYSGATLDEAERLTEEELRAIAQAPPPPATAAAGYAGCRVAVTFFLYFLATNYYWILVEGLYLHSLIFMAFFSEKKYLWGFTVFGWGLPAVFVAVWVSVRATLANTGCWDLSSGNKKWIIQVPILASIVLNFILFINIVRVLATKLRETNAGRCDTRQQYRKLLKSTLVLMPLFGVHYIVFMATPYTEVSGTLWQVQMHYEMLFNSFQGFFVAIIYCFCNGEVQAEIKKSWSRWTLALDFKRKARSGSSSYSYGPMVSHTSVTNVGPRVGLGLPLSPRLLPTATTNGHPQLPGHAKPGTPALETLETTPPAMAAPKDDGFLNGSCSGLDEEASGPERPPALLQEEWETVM
#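 HEK-293-derived GP2 cells expressing PTHR1 and a GloSensor cAMP reporter, 3,000/well, plated overnight, given luciferin plus IBMX (each 0.5 mM as added) for 1 h at 37 °C, then compound for 1 h at 37 °C. Luminescence was read after 15 min at room temperature.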
# D3 antag = antagonists of human D3 dopamine receptor; hit rate 2.5% among 360,000; max response, negative = inhibition, %; P35462; D3R cells, DiscoveRx beta-arrestin luminescence, antagonist mode; hits give low values; in the data active = max response below about -50%; inconclusive = no clear call, values can overlap the other calls; also: % is scaled to controls: 0 for no effect and ±100 for the full control effect; mostly tested at two doses, the higher about 12 µM
#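 Cells expressing the human receptor were seeded at 1500 cells/well, incubated overnight at 37 degrees C in 5% CO2, then exposed to library compounds with dopamine controls for 90 minutes at 37 degrees C before luminescent detection.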
# GLP1R ag = agonists of human GLP-1 receptor. Potency, µM (titrated, usually from 45.6 µM), inactives show at the top dose activation, usual class: activators. hit rate 0.007% among 380,000. AID 624172. HEK293 GLP-1R CRE-luciferase, luminescence, 4-6 h; cells express a hypersensitive GLP-1R form. P43220; also: potency is read from the fitted curve at half-maximal effect; % of control where 0% means no effect
# * = called active by the depositor; i = inactive; ? = inconclusive; . = no result given; & = joins results of further samples; [ ] = remark or other dose. Unless noted, calls follow the shape of the dose curve; as a rule, active = well fitted curve in the direction sought with a large enough effect; inconclusive = small, poorly fitted or top-dose-only effect, or another doubt; inactive = no such curve, though single readings can be large; an effect the other way counts as inactive or inconclusive. Not all compounds are listed (hit frequency here may not be typical).
SMILES,TDP-43 yeast inh,aSyn yeast inh,GLP1R inv ag,pAkt inh,FUS yeast rescue,Abeta rescue,PTHR1 agonist,D3 antag,GLP1R ag
CCc1ccccc1N(CC)C(=O)c1cn(CC)c(=O)c2cc(OC)c(OC)cc12,3%,3%,0%,i,41%,5%,-2%[57.5 µM],13,9%
O=C(CSc1ccc2nnc(-c3ccccn3)n2n1)Nc1ccc2c(c1)OCO2,28%,3%,2%,i,14%,6%,i,7,0%
COc1ccc(S(=O)(=O)N2CCCCCC2)cc1C(=O)OCc1c(C)noc1C,-1%,2%,-49%,i,25%,4%,i,0,8%
CCN=c1scc(-c2cccs2)n1/N=C/c1cc(OC)ccc1O,-16%,-3%,?,i,13%,-7%,i,8,?
COc1ccc(C(=O)NCCNc2ccc([N+](=O)[O-])cc2)cc1OC,12%,0%,1%,i,-4%,-4%,-16%,9,8%
Cn1c(=O)c2c(ncn2CC(=O)N2CCCCCC2)n(C)c1=O,5%,-4%,7%,i,-23%,1%,-10%,-12,2%
CC(C)[C@H](N)c1cn([C@@H](CO)C(=O)N2CCNCC2)nn1,9%,-2%,7%,i,-12%,-1%,i,0,-8%
COc1ccccc1N1CCN(C(=O)CCNC(=O)c2ccco2)CC1,6%,0%,6%,i,-21%,13%,-25%,12,8%
Cc1c(C(=O)Nc2ccccc2F)sc2nc3n(c(=O)c12)CCC3,18%&20%,1%,16%&11%,i,-5%&-22%,-19%&-7%,-2%&-27%,12,0%
Cc1cccc(Cn2c(=O)oc3ccc(C)cc32)c1,20µM*,4%,?,i,5%,9%,-13%,16,8%
O=C(CNS(=O)(=O)c1ccccc1)OCc1cccc([N+](=O)[O-])c1,13%,-5%,7%,i,-13%,12%,-12%,1,3%
CCC1CCCCN1S(=O)(=O)c1ccc(C(=O)Nc2nnc(-c3ccccc3Cl)o2)cc1 (stereo unspecified),5%,14%,?,i,30%,0%,-14%[57.5 µM],-86*,-12%
CCOc1cccc(C2/C(=C(/O)c3ccc4c(c3)CC(C)O4)C(=O)C(=O)N2CCCn2ccnc2)c1 (stereo unspecified),-9%,-5%,?,i,14%,7%,-3%,9,-3%
CC(=O)N(C)c1ccc(OCC(O)Cn2c(C)nc3ccccc32)cc1 (stereo unspecified),2%,-7%,0%,i,-4%,-20%,-35%[inhibitor],17,0%
COC(=O)c1sc2ncn(CC(=O)NCCc3ccc(OC)c(OC)c3)c(=O)c2c1C,10%,-4%,9%,i,30%,-7%,i,-6,-4%
CN1CCN(C(=O)c2ccc(CN3CCOCC3)cc2)CC1,17%,1%,0%,i,16%,-7%,-39%[inhibitor][57.5 µM],11,-9%
COc1ccc(/C=C/C(=O)c2ccc(Cl)s2)cc1O,?,21%,?,i,17%,-57%[inhibitor],-87%[inhibitor][57.5 µM],-72*,-17%
Cc1ccc(NC(=O)COC(=O)CN2C(=O)C3CCCCC3C2=O)cc1C (stereo unspecified),14%,-3%,1%,i,-10%,-17%,i,4,5%
COCCNC(=O)CSCc1c(F)cccc1Cl,-21%,0%,2%,i,-9%,3%,i,-10,-7%
CN(C)c1ccc(C(CNC(=O)c2ccccc2Cl)N2CCCC2)cc1 (stereo unspecified),12%,.,36%[activator],.,-21%,-11%,-3%,.,.
CCCN1C(=O)/C(=C/c2ccc(C)o2)SC1=Nc1ccc(OC)cc1,-11%,11%,?,i,15%,-31%[inhibitor],i,?,-2%
CC(NC(=O)CCNC(=O)c1ccco1)c1ccccc1 (stereo unspecified),-10%,1%,11%,i,?,3%,19%,19,2%
CN1CCCN(C(=O)c2ccc(Cl)cc2)CC1,5%,1%,0%,i,-3%,-11%,9%,?,3%
O=S(=O)(Nc1cccc(Cl)c1)c1cccc(-n2cnnn2)c1,15%,10%,-1%,i,11%,10%,i,15,-4%
CCN(CC)S(=O)(=O)c1cccc(NC(=O)CCSc2ccc(Cl)cc2)c1,6%,10%,?,i,23%,17%,i,2,1%
Fc1ccc(-c2nnc(-c3ccc(F)cc3)o2)cc1,-2%,-7%,19%,i,-13%,-18%,4%,-15,-5%
Cc1cc(C)c2nc(C(F)(F)F)nc(NCCCN3CCOCC3)c2c1,-21%,-2%,?,i,20%,4%,12%[57.5 µM],?,25%
CN(Cc1cccc(F)c1)C(=O)c1ccc(S(=O)(=O)N2CCOCC2)cc1,-4%,0%,5%,i,2%,-22%,-8%,-13,0%
COc1ccc(CNC(=O)COc2cc3c(c4oc(=O)cc(C)c24)CCC(C)(C)O3)cc1OC,12%,-25%,27%,i,44%,-18%,i,66,7%
COc1ccc(NS(=O)(=O)c2cccc(C(=O)NNC(=O)c3cccn3C)c2)cc1,10%,5%,19%,i,?,7%,-8%,11,-1%

# Overlap with the part before: 2 compounds, then new ones.
SMILES,TDP-43 yeast inh,aSyn yeast inh,GLP1R inv ag,pAkt inh,FUS yeast rescue,Abeta rescue,PTHR1 agonist,D3 antag,GLP1R ag
COc1ccc(CNC(=O)COc2cc3c(c4oc(=O)cc(C)c24)CCC(C)(C)O3)cc1OC,12%,-25%,27%,i,44%,-18%,i,66,7%
COc1ccc(NS(=O)(=O)c2cccc(C(=O)NNC(=O)c3cccn3C)c2)cc1,10%,5%,19%,i,?,7%,-8%,11,-1%
O=c1[nH]ncc2c3ccccc3n(Cc3cccc(Cl)c3)c12,3%,1%,-6%,i,34%,-5%,-48%[inhibitor],-7,15%
Cc1cccc(C)c1NC(=O)CSc1nnc(-c2cnccn2)n1C,-5%,-5%,11%,i,-6%,6%,i,-2,-2%
COc1ccc(NC(=S)N2CCC(C(=O)c3ccc(C)cc3)CC2)c(OC)c1,25%,-5%,?,i,29%,27%,-62%[inhibitor],-12,-2%
CN(C)c1ncnc2c1ncn2[C@H]1CN(Cc2ccc(-c3ccccc3)cc2)C[C@@H](CO)O1,17%,?,?,i,?,6%,i,13,13%
COc1ccccc1NC(=O)Cn1c(=O)n(CCC(=O)NCC2CCCO2)c(=O)c2cc(OC)c(OC)cc21 (stereo unspecified),13%,.,7%,.,-4%,-3%,?,.,.
COc1ccc(C(CNC(=O)c2oc3ccc(C)cc3c2C)N2CCOCC2)cc1 (stereo unspecified),24%,.,5%,.,-2%,-5%,-46%[inhibitor],.,.
O=C(O)CCC(=O)Nc1ccc(Sc2ccc([N+](=O)[O-])cc2)cc1,-4%,-2%,11%,i,15%,-7%,-21%,-8,-3%
COc1ccccc1OCCCC(=O)Nc1ccc2c(c1)OCCO2,22%,7%,2%,i,9%,5%,-20%,-10,5%
CN(Cc1ccccc1)c1ccc(C(CC(N)=O)NC(=O)Cc2ccc(Br)cc2)cc1[N+](=O)[O-] (stereo unspecified),3%,0%,-16%,i,-4%,0%,-42%[inhibitor],4,-4%
Cc1ccccc1-n1nnnc1SCC(=O)Nc1ccc(S(=O)(=O)N2CCCC2)cc1,1%,8%,11µM*,i,16%,1%,-19%[57.5 µM],9,3%
CC(C)NC(=S)NN=C1c2ccccc2-c2ccccc21,35%,-1%,?,i,-14%,26%,-9%,-20,11%
CCCn1cnc2cc(NC(=O)c3cccs3)ccc21,-29%,-5%,-29%,i,14%,-2%,i,-9,-1%
COc1cc(/C=N/Nc2ncc(C(F)(F)F)cc2Cl)cc(OC)c1OC,14%,0%,?,i,-10%,-10%,i,7,16%
N#Cc1ccccc1NC(=O)c1ccccc1OCC(=O)NCc1ccco1,-3%,0%,-6%,i,31%,0%,22%,4,12%
O=C(CCNC(=O)c1ccc([N+](=O)[O-])cc1)Nc1nc2ccccc2[nH]1,0%,-4%,27%,i,-6%,-7%,i,-11,-1%
O=C(CCNS(=O)(=O)c1ccc2c(c1)CCN2C(=O)C1CC1)N1CCN(c2cccc(Cl)c2)CC1,-18%,0%,-12%,.,?,-11%,-88%[inhibitor],.,10%
Cc1cnc2c(N)cc(C)c(C)c2c1,1%,-1%,0%,i,19%,8%,i,0,10%
COc1ccc(CSc2nnnn2-c2ccccc2)cc1,?,0%,?,i,16%,-13%,-67%[inhibitor][57.5 µM],1,?
CCCNC(=S)N1CCC(NC(=O)Nc2ccc(C)cc2)CC1,9%,4%,-15%,i,-7%,8%,i,-10,-9%
CC1(C)CC(=O)C2=C(C1)N=C1SCCC(=O)N1C2c1cccc([N+](=O)[O-])c1 (stereo unspecified),0%,0%,12%,i,35%,1%,-39%[inhibitor],3,-1%
CCOC(=O)c1cnc(Nc2ccc(OCC)cc2)nc1C,10%,-2%,54%[activator],i,32%,12%,i,24,6%
Cc1ccc(C)c(NC(=S)N2C3CCCC2CC(NC(=O)C2CC2)C3)c1 (stereo unspecified),-2%,-4%,-27%,i,5%,-12%,i,-13,5%
COc1cc(/C=C2\SC(=O)NC2=O)ccc1OCc1ccc(Cl)nc1,-17%,0%,11%,i,-15%,-5%,-19%,5,6%
Cc1ccc(C)c(N2CCN(C(=O)C3CCCN(S(=O)(=O)c4cccc5nonc45)C3)CC2)c1 (stereo unspecified),?,.,-7%,.,25%,-3%,-29%,.,-1%
CCC(CCc1ccccn1)C(=O)c1ccccc1 (stereo unspecified),-21%,-5%,-13%,i,.,-9%,-7%,-22,-3%
CCCCCn1c(SCC#N)nc2cc(C(=O)NCC3CCCO3)ccc2c1=O (stereo unspecified),7%,-4%,7%,i,21%,-1%,-8%[57.5 µM],12,-1%

# Structural class, those above with an NH in an aromatic ring (two)
SMILES,TDP-43 yeast inh,aSyn yeast inh,GLP1R inv ag,pAkt inh,FUS yeast rescue,Abeta rescue,PTHR1 agonist,D3 antag,GLP1R ag
O=c1[nH]ncc2c3ccccc3n(Cc3cccc(Cl)c3)c12,3%,1%,-6%,i,34%,-5%,-48%[inhibitor],-7,15%
O=C(CCNC(=O)c1ccc([N+](=O)[O-])cc1)Nc1nc2ccccc2[nH]1,0%,-4%,27%,i,-6%,-7%,i,-11,-1%
